D3 ag = agonists of human D3 dopamine receptor; AID 652048; D3R DiscoveRx beta-arrestin cells, luminescence, 90 min; max activation, %; actives 0.58% (n = 410,000); P35462; in the data active = max activation above about 30%; note: 0% is about no effect; mostly tested at two doses, the higher about 12 µM
Target sequence (P35462 whole entry, looked up): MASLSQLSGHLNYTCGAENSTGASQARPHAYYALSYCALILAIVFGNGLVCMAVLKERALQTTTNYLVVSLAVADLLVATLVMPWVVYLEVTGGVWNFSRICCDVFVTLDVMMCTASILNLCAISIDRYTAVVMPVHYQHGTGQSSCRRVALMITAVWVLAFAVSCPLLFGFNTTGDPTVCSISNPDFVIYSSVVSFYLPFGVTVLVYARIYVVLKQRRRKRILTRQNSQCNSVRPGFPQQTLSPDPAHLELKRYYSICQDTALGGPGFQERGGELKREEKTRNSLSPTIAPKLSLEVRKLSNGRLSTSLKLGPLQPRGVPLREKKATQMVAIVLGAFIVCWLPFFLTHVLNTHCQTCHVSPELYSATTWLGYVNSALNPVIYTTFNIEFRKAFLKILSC
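Agonist-mode cell screen: cells plated at 1500/well and incubated overnight at 37 °C, then exposed to library compounds for 90 min at 37 °C. Detection reagent was added for 30–60 min at room temperature, and luminescence was read.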
EPAC2 ag = EPAC2 (human) agonism; Potency, µM (titrated, usually from 154 µM), for inactives: at the highest dose activation, actives largely listed as activators; EPAC2 activation, biochemical qHTS; response scale: 100% = 6.5 mM cAMP response; actives 0.079% (n = 360,000); Q8WZA2; note: potency is the fitted concentration of half-maximal effect; nearly all actives have a fitted effect of over 50% in size
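EPAC2 (100 nM) mixed with Rap1B loaded with BODIPY-GDP (250 nM) plus 50 uM unlabeled GDP; compounds pinned in, 5 min RT, then read every 5 min for 30 min (ex 480, em 540 nm). Normalized to cAMP control.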
Mm-Cpn inhibitor = blocks the Methanococcus maripaludis chaperonin Mm-Cpn | purified Mm-Cpn ATPase, ADP Transcreener TR-FRET | Potency, µM (series often up to 76.9 µM), inactives show at the top dose activity, negative = inhibition, usual class: inhibitors | actives 0.031% (n = 330,000); note: potency is the fitted concentration of half-maximal effect; % is set by controls: 0 for no effect and ±100 for the full control effect; nearly all actives have a fitted effect of over 80% in size
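ATPase read-out: TR-FRET ADP immunoassay (anti-ADP Eu cryptate vs ADP-d2), ex 320 nm, em 590/665 nm; signal drops as ADP forms. Enzyme 25 nM, ATP 10 uM, 30 min at 37°C after 10 min compound preincubation.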
D3 antag = blocks the human D3 dopamine receptor; max response, negative = inhibition, %; actives 2.5% (n = 360,000); P35462; D3R cells, DiscoveRx beta-arrestin luminescence, antagonist mode; hits give low values; in the data active = max response below about -50%; inconclusive = no clear call, values can overlap the other calls; note: % is set by controls: 0 for no effect and ±100 for the full control effect; mostly tested at two doses, the higher about 12 µM
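Cells plated overnight at 1500 cells/well, then exposed to library compounds with dopamine controls for 90 minutes at 37 degrees C. DiscoveRx reagent added for 30–60 minutes at room temperature; luminescence read, quantitative HTS format.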
PTHR1 ag = PTHR1 (human) receptor agonism. AID 743266. Q03431. Potency, µM (series often up to 115 µM), inactives show at the highest dose activation, most hits filed as activators. actives 0.075% (n = 410,000). HEK293 GP2 PTHR1 cells, GloSensor cAMP luminescence, 1 h; note: potency is the fitted concentration of half-maximal effect; nearly all actives have a fitted effect of over 55% in size; some results filed as inactive show a strong effect at the top dose; inactives centre near -15; many of its hits are not listed in these tables
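HEK-293-derived GP2 cells expressing PTHR1 and a GloSensor cAMP reporter, 3,000/well, plated overnight, given luciferin plus IBMX (each 0.5 mM as added) for 1 h at 37 °C, then compound for 1 h at 37 °C. Luminescence was read after 15 min at room temperature.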
EPAC2 antagonist = blocks human EPAC2 exchange factor; Q8WZA2; Potency, µM (top dose mostly 114 µM), without a hit: at the highest dose activity, negative = inhibition, actives largely listed as inhibitors; EPAC2 GEF exchange of Rap1B-BODIPY-GDP, fluorescence; actives 0.18% (n = 360,000); note: potency is the fitted concentration of half-maximal effect; % is set by controls: 0 for no effect and ±100 for the full control effect; nearly all actives have a fitted effect of over 45% in size; many of its hits are not listed in these tables
CCT modulator = modulators of cytosolic chaperonin (CCT/TRiC) activity | purified chaperonin ATPase assay, HTRF ADP detection, 30 min | activity change, % (no concentration beside the values), hits read low | actives 0.3% (n = 360,000); in the data active = activity change below about -30%; note: % is set by controls: 0 for no effect and ±100 for the full control effect
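We incubate TRiC, 40 or 20 nM final, with library compounds at 76 uM and 10 uM ATP for 30 min at 37 °C. ADP formed is detected with Transcreener HTRF reagents after 30 min at room temperature.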
Akt phos inh = Akt phosphorylation inhibition. activity change, % for hits at 50 µM. AID 651550. Neuro2A IGF-stimulated pAkt S473 HTRF, 20 min; hits give low values. actives 0.32% (n = 360,000); in the data active = activity change below about -80%; inconclusive = mostly about -51% to -80%; note: % is set by controls: 0 for no effect and ±100 for the full control effect
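Neuro2A cells in DMEM with 0.5% FBS, overnight at 37 deg C, given compound at single 50 µM final, then IGF (6 nM final) for 20 min at 37 deg C. Lysed; phospho-Akt Ser473 by HTRF after 24 h, 665/615 ratio.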
* hit, by the source's call; i = inactive; u = inconclusive; x = no result given; & = joins results of further samples; [ ] = dose if it differs, or a comment. Unless noted, calls come from the whole dose curve; as a rule, active = well fitted curve in the direction sought with a large enough effect; inconclusive = small, poorly fitted or top-dose-only effect, or another doubt; inactive = no such curve, though single readings can be large; an effect the other way counts as inactive or inconclusive.

SMILES	D3 ag	EPAC2 ag	Mm-Cpn inhibitor	D3 antag	PTHR1 ag	EPAC2 antagonist	CCT modulator	Akt phos inh
COc1ccc(-c2cncnc2N)cc1OC	7	3%	x	14	-27%	3%	-0.5	i
NC(=O)NC(=O)C(c1ccccc1)N1CCN(S(=O)(=O)Cc2ccccc2)CC1 (configuration not stated)	-11	5%	-1%	4	-43%[inhibitor]	-1%	-3.5	i
COc1cc(C2Nc3ccccc3NC3=C2C(=O)CC(C)(C)C3)cc(OC)c1OC (configuration not stated)	-12	5%	u	7	i	-7%	-0.2	i
COc1ccccc1/C=C/c1nc(S(=O)(=O)c2ccccc2)c(N2CCC(C(N)=O)CC2)o1	-18	9%	0%	-6	-39%[inhibitor]	-2%	-1.6	i
COC(=O)C[C@@H]1C=C[C@@H](NC(=O)C2CCC2)[C@@H](CO)O1	-9	12%	x	3	-4%	-4%	x	i
CCN(CC)c1ccc(/C=N/N(c2ccccc2)c2ccccc2)c(O)c1	-6	15%	-4%	7	-36%[inhibitor]	7%	0.5	i
c1ccc(-c2nnc(CSc3nc4ccccc4[nH]3)o2)cc1	1	-3%	2%	-13	i	8%	0.0	i
COC(=O)c1ccc(N2CCN(C)CC2)c(NC(=O)COc2ccccc2Cl)c1	-6	9%	0%	-11	i	10%	0.8	i
Cc1ccccc1Nc1c(-c2cccnc2)nc2ccccn12	2	3%	0%	-7	i	8%	2.9	i
COCCN(C(=O)Cc1cccs1)C(C(=O)NC1CCCC1)c1ccc(OC)c(OC)c1 (configuration not stated)	-2	4%	1%	-10	-2%	0%	-2.1	i
N[C@@H](Cc1ccccc1)C(=O)N1CCC(C(=O)NCC(=O)NCC(=O)O)CC1	0	10%	0%	-22	-22%	9%	2.6	i
COC(=O)c1cc(NC(=O)COC(=O)CCc2nc3ccccc3c(=O)[nH]2)cc(C(=O)OC)c1	0	2%	0%	4	1%	-5%	-1.3	i
C/C(=N/NS(C)(=O)=O)c1ccc2ccccc2c1	1	2%	0%	-15	i	7%	-2.6	i
Cc1nc2nc(C)c(CCC(=O)Nc3ccc4c(c3)OCO4)c(C)n2n1	3	-1%	2%	-17	i	7%	0.1	i
CCOc1ccccc1CN1CCNC(=O)C1CC(=O)NCc1nccn1CC (configuration not stated)	6	-3%	1%	2	-22%	8%	-0.5	i
O=C1CSCN1c1ccc(Cl)c(Cl)c1	0	8%	-4%	8	-8%	-19%	-0.3	i
CS(=O)(=O)N(CC(=O)Nc1ccc2c(c1)OCO2)c1ccccc1	4	3%	-1%	5	20%[57.5 µM]	-3%	-1.6	i
COc1ccc(S(=O)(=O)NCC(c2ccco2)N2CCc3ccccc32)cc1 (configuration not stated)	-2	2%	1%	-11	-30%[inhibitor]	-6%	-0.5	i
COc1cc(C(=O)N(Cc2ccc(C)o2)C2CCS(=O)(=O)C2)cc(OC)c1OC (configuration not stated)	2	6%	0%	11	i	5%	-0.2	i
O=C(c1cc2cc(F)ccc2[nH]1)N1CCN(c2ccc(F)cc2)CC1	3	2%	-2%	0	-43%	6%	0.6	i
CC(C)(C)CC(=O)Nc1cccc(-c2cn3cccnc3n2)c1	-5	1%	-5%	19	-27%	-8%	-1.3	i
COc1ccc(C(C(=O)NC2CCCC2)N2CCc3ccccc32)cc1 (configuration not stated)	-2	1%	-1%	u	-24%	-8%	-2.7	i
Nn1c(SCC(=O)NCc2ccccc2)nncc1=O	1	13%	0%	0	i	1%	1.7	i
O=C1OCCN1CCNCc1cn(-c2ccc(F)cc2)nc1-c1ccccc1Cl	-18	4%	2%	u	-6%	-4%	0.5	i
Cc1ccc(NC(=O)COC(=O)CCC(=O)c2ccc(Cl)cc2)cc1S(=O)(=O)N(C)C	4	7%	0%	2	i	-5%	-0.6	i
NS(=O)(=O)c1ccc(NC(=O)COC(=O)C2(c3ccc(F)cc3)CCCC2)cc1	-5	10%	-1%	-14	-36%[inhibitor]	-19%	-0.5	i
N#Cc1ccc(C(=O)N2CCC3CC2c2cc(-c4ccc(F)cc4)ccc23)cc1 (configuration not stated)	-21	8%	x	-24	-1%	-4%	-0.9	i
Cc1ccccc1Oc1cc(NC(=O)CCCn2nc(C)c([N+](=O)[O-])c2C)cc([N+](=O)[O-])c1	1	19%	0%	-17	-1%	-21%	-2.3	i
O=C1c2nc3cc(-c4ccco4)[nH]n3c(=O)c2CN1C1CCCCC1	2	12%	-1%	0	-3%	2%	0.1	i
O=C(OCc1cccnc1)C1=Cc2ccccc2OC1	-1	-4%	-4%	2	i	-11%	-1.6	i
CCOc1cccc(C2C(C#N)=C(N)Oc3cc(C)oc(=O)c32)c1OCC (configuration not stated)	1	-1%	-1%	20	-6%[57.5 µM]	12%	-4.9	i
O=C(CSc1nccn1Cc1ccc(F)cc1)NC1CCCC1	5&-5	2%	0%	11	-37%[inhibitor]	20%	-0.3	i
CCOc1ccc(C2NC(=O)NC(C)=C2C(=O)OCc2ccccc2)cc1 (configuration not stated)	2	5%	-3%	-12	-25%	-10%	-2.0	i
Cc1ccc(N2CCN(C(=O)C(=O)c3cccc(Br)c3)CC2)cc1	-1	12%	x	3	-6%	-21%	x	i
CCCCC(=O)Nc1ccc(NC(=O)c2ccccc2OC)cn1	-8	8%	0%	19	-15%[57.5 µM]	-2%	-3.1	-108%*
Cc1ccc(Nc2nc3c(c(=O)[nH]2)CCCC3)cc1	12	-14%	1%	-26	i	6%	3.3	i
Cn1cccc1Cc1nnc(SCC(=O)NCCc2ccccc2)n1-c1ccc(F)cc1	-6	13%	-8%	0	-22%	-6%	-2.5	i
CC(=O)c1cccc(N=c2scc(-c3ccc(S(=O)(=O)N4CCOCC4)cc3)n2CCO)c1	19	13%	-14%	-10	-12%	-17%	0.6	i
COc1ccc(OC)c(NC(=O)COC(=O)c2ccc(S(=O)(=O)N3CCOCC3)cc2)c1	0	9%	0%	u	i	0%	-8.9	i
O=c1c2c(nc3nc(SCc4ccccc4)[nH]n13)CCC2	-1	-15%	1%	10	i	9%	-1.0	i
O=C1NC(=O)C(CC(=O)N(Cc2ccco2)C2(C(=O)NC3CCCCC3)CCCCC2)N1 (configuration not stated)	0	3%	-4%	-11	-6%[57.5 µM]	-3%	1.3	i
Cn1c(=O)c2c(ncn2CCC(=O)N/N=C/c2cccnc2)n(C)c1=O	10	1%	1%	13	i	12%	-1.3	i
CCOc1ccc(C(=O)COC(=O)C2CCN(c3ccc(C(F)(F)F)cn3)CC2)cc1	8	1%	-13%	1	-23%	-2%	-1.2	i
CCn1c(-c2ccc(C)cc2)n[nH]c1=S	-1	-7%	-5%	u	i	-3%	0.1	i
COc1cccc(OCCOCC(O)CN2CCN(Cc3ccc(Cl)cc3)CC2)c1 (configuration not stated)	-12	-5%	2%	-18	-17%	7%	2.2	i
CC(=O)Nc1cc(-c2ccccc2CN(C)C)cn2c(-c3ccc(C(C)=O)cc3)cnc12	2	13%	x	15	-25%	-5%	1.7	i
CCOc1ccc(Oc2cc(N)cc([N+](=O)[O-])c2)cc1	13	-2%	-1%	8	-3%	-2%	-9.2	i
COc1cc2c(cc1OC)CN(C(=O)c1cc(C3CC3)nn1-c1ccccc1)CC2	1	14%	1%	-2	-21%	-25%	-1.8	i
COc1cc(CC(=O)OCC(=O)N2CCN(C(=O)c3ccco3)CC2)cc(OC)c1OC	4	-3%	0%	21	i	5%	-3.3	i
CC(=O)Nc1ccc(S(=O)(=O)Nc2ccc(S(=O)(=O)Nc3ncccn3)cc2)cc1	-5	-2%	-1%	-9	i	-8%	-0.2	i
Cc1nc2ccccc2c(C)c1CC(=O)N(C)CC(=O)Nc1cccc(F)c1	1	10%	-3%	-13	-4%	7%	-0.9	i
Cc1cc(OCC(=O)NCC(O)c2ccccc2)c2c(C)cc(=O)oc2c1 (configuration not stated)	-14	-5%	2%	-4	-11%	7%	-2.3	i

Screens (PubChem)

An excerpt; rates above refer to the full screens.
